VIM-2 inhibitor – blocks Pseudomonas aeruginosa VIM-2 metallo-beta-lactamase. purified VIM-2, nitrocefin hydrolysis, epi-absorbance fluorescence. inhibition, % at 5.6 µM. hit rate 0.89% among 290,000;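 active = inhibition above the mean of all tested compounds plus 3 SD, cutoff set per screening run, cut at about 7.5% in these data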;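 note: red hydrolysis product quenches plate fluorescence so inhibitors raise well fluorescence; 0% = enzyme with DMSO and 100% = DMSO without enzyme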
M18AAP inhibitor – blocks P. falciparum M18 aspartyl aminopeptidase. recombinant PfM18AAP, H-Glu-NHMec fluorogenic cleavage. inhibition, % at 7.35 µM. hit rate 1.2% among 290,000. AID 1822;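 active = inhibition above the campaign mean inhibition over all tested compounds plus 3 SD, cut at about 28% in these data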;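 note: 0% = plate median of test compound wells and 100% = 2 mM ZnCl2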
UBC9 SUMO inh – inhibitors of human SUMOylation (UBC9) | hit rate 0.36% among 290,000 | P63279 | HTRF SUMOylation assay, SAE1/SAE2 + UBC9, in vitro | inhibition, % at 35 µM; in the data active = inhibition above about 50%, passing the limit was not always enough; note: strong numbers were not always called active
pCIP destab – compounds decreasing mouse p/CIP protein stability | F442A p/CIP-EGFP cells, EGFP fluorescence, 16 h | decrease of EGFP signal, % at 10 µM | hit rate 0.01% among 290,000 | AID 1984;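 active = EGFP signal decrease of at least 30% at 10 µM or well 3 SD below plate mean, unless failing retest; inactive = the rest, including hits failing retest or dose response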; note: some compounds called inactive have numbers as strong as hits; many of its hits are not listed in these tables
IDE inh – inhibits human insulin-degrading enzyme in HEK cells; hit rate 0.41% among 320,000; AID 434962; FAbetaB cleavage, fluorescence polarization; P14735; inhibition, % at 5.59 µM;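 active = percent inhibition above the average of all tested compounds plus 3 SD, set per screening campaign, cut at about 16% in these data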;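 note: IDE supplied by intact live HEK cells; FP after avidin binding of uncleaved biotin substrate so inhibition keeps polarization high; 0% = DMSO wells and 100% = 60 µM reference IDE inhibitor Ii1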
Target sequence (P14735 whole entry, looked up): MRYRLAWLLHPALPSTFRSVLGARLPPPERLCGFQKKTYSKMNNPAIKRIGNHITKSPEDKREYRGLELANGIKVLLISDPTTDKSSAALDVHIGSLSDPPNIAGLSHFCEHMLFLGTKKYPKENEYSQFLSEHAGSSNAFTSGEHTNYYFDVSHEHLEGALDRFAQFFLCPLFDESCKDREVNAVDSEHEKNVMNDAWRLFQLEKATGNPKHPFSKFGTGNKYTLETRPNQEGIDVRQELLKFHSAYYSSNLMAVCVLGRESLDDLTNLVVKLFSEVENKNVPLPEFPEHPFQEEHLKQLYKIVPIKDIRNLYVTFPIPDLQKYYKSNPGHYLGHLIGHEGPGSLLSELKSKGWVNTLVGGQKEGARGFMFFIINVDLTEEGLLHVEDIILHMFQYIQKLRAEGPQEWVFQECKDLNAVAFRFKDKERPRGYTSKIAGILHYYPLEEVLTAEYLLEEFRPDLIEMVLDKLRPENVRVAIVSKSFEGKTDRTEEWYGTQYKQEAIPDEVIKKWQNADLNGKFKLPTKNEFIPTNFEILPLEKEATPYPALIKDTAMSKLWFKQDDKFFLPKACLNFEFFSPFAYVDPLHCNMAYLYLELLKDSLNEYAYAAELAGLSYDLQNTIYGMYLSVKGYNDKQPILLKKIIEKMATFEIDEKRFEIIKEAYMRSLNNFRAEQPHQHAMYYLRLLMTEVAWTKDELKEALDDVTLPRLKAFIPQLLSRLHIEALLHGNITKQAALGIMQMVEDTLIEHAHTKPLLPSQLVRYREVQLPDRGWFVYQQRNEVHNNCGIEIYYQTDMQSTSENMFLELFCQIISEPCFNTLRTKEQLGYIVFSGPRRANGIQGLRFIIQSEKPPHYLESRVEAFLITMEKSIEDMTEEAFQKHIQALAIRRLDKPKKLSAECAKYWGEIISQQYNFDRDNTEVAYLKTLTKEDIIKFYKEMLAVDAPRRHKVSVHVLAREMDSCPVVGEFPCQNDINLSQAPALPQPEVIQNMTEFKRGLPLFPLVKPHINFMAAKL
IMP-1 inhibitor – blocks Pseudomonas aeruginosa IMP-1 metallo-beta-lactamase; inhibition, % at 5.6 µM; AID 1556; purified IMP-1, nitrocefin hydrolysis, epi-absorbance fluorescence; hit rate 0.45% among 290,000;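 active = inhibition above the mean plus 3 SD of all compounds in the same screening run, cut at about 4.5% in these data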;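 note: 0% = IMP-1 with DMSO and 100% = DMSO wells lacking enzyme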
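Test system: recombinant IMP-1 enzyme, purified / Medium: HEPES buffer pH 7.1 with ZnSO4 and Brij 35 / Doses: single dose, 5.6 µM / Times: 25 °C, 15 min preincubation, 25 min reaction / Detection: Epi-absorbance via hydrolysed-nitrocefin quenching of white-plate fluorescence, 480/530 nm, EDTA stop / Evaluation: percent inhibition from optical density relative to buffer-blank wells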
DNA FID counter – displaces DNA intercalator in HCV helicase counter-screen | AID 1845 | inhibition, % at 7.9 µM | DNA fluorescent intercalator displacement, fluorescence | hit rate 0.17% among 290,000; in the data active = inhibition above about 37%;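 note: 0% = vehicle and 100% = reference compound; higher means more ethidium bromide displaced from hairpin DNA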
IDE act – boosts human insulin-degrading enzyme activity in HEK cells; FAbeta-B cleavage, fluorescence polarization; 0% vehicle, 100% cell-free pure enzyme wells; activation, % at 5.96 µM; hit rate 0.073% among 340,000; P14735;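 active = activation above the mean of all tested compounds plus 3 SD, set per screening campaign, cut at about 17% in these data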
HCV NS3 hel inh – inhibitors of Hepatitis C virus NS3 helicase; NS3 helicase DNA unwinding, Cy5 molecular beacon fluorescence; inhibition, % at 10.9 µM; hit rate 0.56% among 290,000;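 active = inhibition above the mean of all tested compounds plus 3 SD, set per campaign, cut at about 35% in these data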;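 note: 0% = DMSO wells and 100% = thioflavine S control wells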
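Test system: hepatitis C virus NS3 helicase domain fragment enzyme. Also added: annealed dual-labelled DNA beacon duplex, ATP-started. Timing: 60 min unwinding reaction at 25 °C after ATP addition. Technique: Cy5 fluorescence. Measure: % inhibition of unwinding.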
* = called active by the depositor; . = no result given.

Start of the data: the first 14 entries as a preview:
SMILES	VIM-2 inhibitor	M18AAP inhibitor	UBC9 SUMO inh	pCIP destab	IDE inh	IMP-1 inhibitor	DNA FID counter	IDE act	HCV NS3 hel inh
COc1ccccc1CNS(=O)(=O)c1ccc2c(c1)NC(=O)CO2	-1.8	1	-9	-1	1	-0.8	-1	0	0
C=CCNc1nc(N)c([N+](=O)[O-])c(Nc2cccc(Cl)c2)n1	2.4	2	5	-7	3	-1.9	-1	2	-16
O=C(Cn1c(C(=O)N2CCN(C3CCCC3)CC2)cc2sccc21)c1ccccc1	-2.4	-3	20	-8	0	-3.3	0	6	-12
Cc1cc(C)nc(SCC(=O)N/N=C/c2ccc3c(c2)OCO3)n1	-2.1	3	-5	-12	.	-1.9	-25	1	-3
CCC(C#CCN1CCCCC1)(CC)OCCC#N	-3.8	-4	-2	-9	-5	-2.6	2	2	6
Cc1ccc(NC(=O)CN(C)CC(=O)Nc2ccc(N3CCOCC3)cc2)cc1F	-1.2	3	10	-17	8	0.3	-10	2	-8
CN1CCN(CCC(=O)N/N=C/c2ccccc2F)CC1	-2.5	0	-21	0	7	-2.0	2	9	-9
COc1ccc(NC(=O)C(c2cc3c(cc2[N+](=O)[O-])OCO3)N(C)c2ccccc2)cc1 (configuration not stated)	-1.6	14	4	5	5	-2.0	-14	1	6
Cc1cc(/C=C2\SC(=Nc3ccc(N4CCOCC4)cc3)N(C)C2=O)c(C)n1-c1cccnc1	0.1	2	-7	0	-2	-0.7	-3	3	13
Cc1cccc(NCc2cccc3ccccc23)n1	-2.9	-4	-12	-4	1	-1.9	8	3	-16
CCN(CC)c1ccc2cc(-c3nnc(-c4ccncc4)o3)c(=O)oc2c1	1.0	2	1	-748	.	-0.7	-19	-146	0
Cc1nnc(SCC(=O)Nc2nc(-c3ccccc3)cs2)n1N	-2.7	7	18	13	1	-3.9	-3	0	-5
Cc1ccc(OCCn2cncn2)c([N+](=O)[O-])c1	-2.6	4	-3	8	4	-2.3	0	5	8
C[C@H](NC(=O)c1cc2cc(Cl)ccc2n1C)C(=O)N1CCC(C(=O)O)CC1	-3.0	0	15	-6	.	-1.8	-18	3	-2

The whole of this part, from the first entry:
SMILES	VIM-2 inhibitor	M18AAP inhibitor	UBC9 SUMO inh	pCIP destab	IDE inh	IMP-1 inhibitor	DNA FID counter	IDE act	HCV NS3 hel inh
COc1ccccc1CNS(=O)(=O)c1ccc2c(c1)NC(=O)CO2	-1.8	1	-9	-1	1	-0.8	-1	0	0
C=CCNc1nc(N)c([N+](=O)[O-])c(Nc2cccc(Cl)c2)n1	2.4	2	5	-7	3	-1.9	-1	2	-16
O=C(Cn1c(C(=O)N2CCN(C3CCCC3)CC2)cc2sccc21)c1ccccc1	-2.4	-3	20	-8	0	-3.3	0	6	-12
Cc1cc(C)nc(SCC(=O)N/N=C/c2ccc3c(c2)OCO3)n1	-2.1	3	-5	-12	.	-1.9	-25	1	-3
CCC(C#CCN1CCCCC1)(CC)OCCC#N	-3.8	-4	-2	-9	-5	-2.6	2	2	6
Cc1ccc(NC(=O)CN(C)CC(=O)Nc2ccc(N3CCOCC3)cc2)cc1F	-1.2	3	10	-17	8	0.3	-10	2	-8
CN1CCN(CCC(=O)N/N=C/c2ccccc2F)CC1	-2.5	0	-21	0	7	-2.0	2	9	-9
COc1ccc(NC(=O)C(c2cc3c(cc2[N+](=O)[O-])OCO3)N(C)c2ccccc2)cc1 (configuration not stated)	-1.6	14	4	5	5	-2.0	-14	1	6
Cc1cc(/C=C2\SC(=Nc3ccc(N4CCOCC4)cc3)N(C)C2=O)c(C)n1-c1cccnc1	0.1	2	-7	0	-2	-0.7	-3	3	13
Cc1cccc(NCc2cccc3ccccc23)n1	-2.9	-4	-12	-4	1	-1.9	8	3	-16
CCN(CC)c1ccc2cc(-c3nnc(-c4ccncc4)o3)c(=O)oc2c1	1.0	2	1	-748	.	-0.7	-19	-146	0
Cc1nnc(SCC(=O)Nc2nc(-c3ccccc3)cs2)n1N	-2.7	7	18	13	1	-3.9	-3	0	-5
Cc1ccc(OCCn2cncn2)c([N+](=O)[O-])c1	-2.6	4	-3	8	4	-2.3	0	5	8
C[C@H](NC(=O)c1cc2cc(Cl)ccc2n1C)C(=O)N1CCC(C(=O)O)CC1	-3.0	0	15	-6	.	-1.8	-18	3	-2
CCOC(=O)N1CCC(N(CCN(C)C)C(=S)Nc2ccc(F)c(Cl)c2)CC1	-2.9	1	-17	-7	2	0.9	14	5	-2
O=C(Nc1cccc(C(F)(F)F)c1)c1cccc(NS(=O)(=O)c2ccc(O)c(C(=O)O)c2)c1	-0.1	-4	24	-14	-3	-0.9	12	-1	-35
Cc1sc2nc(COC(=O)c3cccc(S(=O)(=O)N(C)c4ccccc4)c3)[nH]c(=O)c2c1C	-2.5	10	21	-25	6	-0.6	-24	-10	33
CCC(=O)Nc1cccc(NC(C)=O)c1	-7.1	-3	-3	-9	.	-2.6	-1	.	-2
Cc1cc(Cl)ccc1NC(=O)CN1CCC(C(O)(c2ccccc2)c2ccccc2)CC1	-0.8	-5	-4	-26	0	-1.5	10	1	-56
CCCCC(=O)Nc1ccc(C(=O)N2CCC(C(=O)OCC)CC2)cc1	-1.0	-13	5	-2	2	-4.7	-21	3	5
O=C(Nc1ccc(N2CCCCC2)c(Cl)c1)c1ccc(N2CCOCC2)c([N+](=O)[O-])c1	-2.3	-5	-39	-2	3	-0.8	2	0	-3
COc1ccc(N2CCN(C(=O)c3cc4c(s3)-c3ccccc3OC4)CC2)cc1	-3.6	-2	10	-2	1	-1.1	-12	3	-12
O=C(Cc1ccccc1)NNC(=O)C1CCCC1	-2.4	-4	4	-5	9	-0.7	-24	0	-4
CC(C)(C)C(=O)NC1CCN(S(=O)(=O)c2ccc(C(F)(F)F)cc2)CC1	-2.3	2	-3	0	-2	-3.6	-1	1	-2
O=C(Nn1cnnc1)c1ccccc1F	0.9	25	-6	4	0	-0.8	0	2	14

The results go on:
SMILES	VIM-2 inhibitor	M18AAP inhibitor	UBC9 SUMO inh	pCIP destab	IDE inh	IMP-1 inhibitor	DNA FID counter	IDE act	HCV NS3 hel inh
CSCCCNC(=O)c1ccccc1OC1CCN(S(C)(=O)=O)CC1	-2.7	-2	2	13	-4	-0.2	-6	5	-7
CCN(c1ccccc1)S(=O)(=O)c1ccc(Cl)c(NC(=O)CSc2nncs2)c1	-2.2	-10	-7	3	8	-3.1	-15	-3	10
CCOC(=O)C(CC)(CC)C(=O)/C=C/c1cccc(Br)c1	-4.8	-1	.	.	1	-0.3	-2	8	0
C=C(C)Cn1c(N2CCN(c3ccc(OC)cc3)CC2)nc2c1c(=O)n(C)c(=O)n2C	0.2	-1	-7	15	-1	1.1	-2	-6	-17
CC(=O)Nc1ccc(NC(=O)C2CCCN(S(=O)(=O)c3ccc(-n4cnnn4)cc3)C2)cc1 (configuration not stated)	-3.7	2	0	-13	-8	-3.4	-24	-1	-4
O=C(c1ccoc1)N1CCC2(CC1)Oc1ccc(Cl)cc1C(=O)C21CC(c2ccccc2)=NO1 (configuration not stated)	.	.	-19	1	5	.	.	1	.
COCCN(C(=O)CC1C(=O)NCCN1Cc1ccc(-c2ccccc2)cc1)C(C)C (configuration not stated)	-1.7	-4	-2	-2	2	-1.9	-26	9	-5
Nc1cccc(C(=O)NCCNC(=O)c2cccc(N)c2)c1	-2.4	0	10	-6	9	-1.8	-5	2	7
Cc1nc(C(=O)Nc2ccccc2)sc1C1(C)CC(c2cccnc2)=NO1 (configuration not stated)	.	.	4	6	7	.	.	1	.
O=C(CSc1nnc(-c2c[nH]c3ccccc23)o1)N1CCCCC1	0.5	1	-7	-10	4	-3.1	-19	4	-12
Cc1c([N+](=O)[O-])c([N+](=O)[O-])nn1CC(=O)NCc1cccnc1	-1.1	5	12	-11	8	2.0	14	1	1
CN1C(=O)NC(NC(=O)C2CCCCC2)(C(F)(F)F)C1=O (configuration not stated)	-1.3	-3	15	-3	5	-1.8	2	4	-4
O=c1oc2ccccc2cc1-c1nc(-c2cccs2)cs1	-1.8	3	23	4	3	-4.2	-4	-3	5
Fc1ccccc1N1CCN(CCCNc2ccc3nncn3n2)CC1	-2.3	1	3	5	1	1.9	1	-1	-4
Cc1ccc(C2N(c3ccc(F)cc3)C(=O)C3CCCN32)cc1 (configuration not stated)	3.3	-8	12	-11	-1	-6.1	-1	-1	-1
COc1cc(C(=O)NNC(=O)C2CC2)cc(OC)c1OC	0.4	0	6	5	3	-1.3	-3	-2	-9
O=C(O)c1cc(-c2ccc(Cl)cc2)n(-c2ccccc2)n1	1.9	3	16	-2	0	-2.2	-45	3	11
CCCCN(CC)CCNS(=O)(=O)c1ccc2c(c1)oc(=O)n2C	-0.5	-5	25	-1	-1	-3.3	4	6	-1
Nc1cccc(C(=O)Nc2ccc(N)cc2Cl)c1	-3.0	9	-5	10	0	-1.6	0	-2	-2
CCN(CC)P(=O)(Nc1ccccc1Br)c1ccc(N(C)C)cc1NC(=O)c1ccco1 (configuration not stated)	-0.6	1	2	-9	2	-1.0	-14	-2	-3
COc1ccc(C(=O)C2CCCN(C(=O)c3noc4c3CCCC4)C2)c(C)c1 (configuration not stated)	-1.8	0	20	5	1	-2.5	-29	-5	13
CCOC(=O)N1CCc2c(sc(NC(=O)CN3CCOCC3)c2C#N)C1	0.1	-7	3	7	9	-0.6	-19	.	15
CCc1ccc(-c2cc(C(=O)Nc3c(C)n(C)n(-c4ccccc4)c3=O)c3ccccc3n2)s1	-4.3	7	14	-18	-7	-3.0	-34	0	-3
O=C(c1ccc(Cl)nc1)c1cccs1	-1.6	-1	-4	4	-8	-1.8	-1	.	0
COc1ccc(-c2nc(CS(=O)(=O)CC(=O)NCc3ccccc3Br)c(C)o2)cc1	-0.8	2	10	-6	0	-2.0	-41	3	15

Additional compounds.
SMILES	VIM-2 inhibitor	M18AAP inhibitor	UBC9 SUMO inh	pCIP destab	IDE inh	IMP-1 inhibitor	DNA FID counter	IDE act	HCV NS3 hel inh
Cc1ccc(S(=O)(=O)Cn2cnnn2)cc1	-1.8	2	10	-3	3	-1.1	0	2	8
CC(C)(C)NC(=O)C(c1ccccn1)N(C(=O)c1csnn1)C1CCCC1 (configuration not stated)	-2.2	-2	-12	2	2	-1.0	-12	3	-1
CCC(C)NS(=O)(=O)c1ccc(NC(=O)C(Sc2ccccc2)c2ccccc2)cc1 (configuration not stated)	-0.8	2	-15	-9	-7	-0.7	-6	4	-14
CC(C)(C)c1cc(CN2CCOCC2)c(C(=O)O)o1	-2.1	-4	-1	-8	0	-1.1	9	3	3
O=C(c1ccco1)N1CCN(C(=O)c2ccc(COc3ccc(Cl)cc3Cl)o2)CC1	2.0	-2	.	.	0	-2.8	-36	-11	-13
Clc1cnc(Nc2cccnc2)c(Cl)c1	-3.5	8	10	-4	-4	-1.5	-4	4	8
